Compound activity from PubChem BioAssay.
CatB inh – inhibitors of human cathepsin B; P07858; hit rate 0.1% among 63,000; purified cathepsin B, fluorogenic substrate, fluorescence; AID 453; inhibition, %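 (tested at 10 µM)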; in the data active = inhibition above about 21%;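 note: 0% = enzyme with no compound and 100% = no enzyme blank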
FXIa inh mix – factor XIa (human) inhibition, mixture screen. purified FXIa, fluorogenic substrate, pooled mixtures. AID 680. inhibition, % at 5 µM. hit rate 0.19% among 62,000. P03951;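 note: each value is inhibition by a whole ten-compound pool holding the compound; 0% = enzyme with no mixture and 100% = wells lacking enzyme; strong numbers were not always called active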
Target sequence (P03951 19-387 limits assumed): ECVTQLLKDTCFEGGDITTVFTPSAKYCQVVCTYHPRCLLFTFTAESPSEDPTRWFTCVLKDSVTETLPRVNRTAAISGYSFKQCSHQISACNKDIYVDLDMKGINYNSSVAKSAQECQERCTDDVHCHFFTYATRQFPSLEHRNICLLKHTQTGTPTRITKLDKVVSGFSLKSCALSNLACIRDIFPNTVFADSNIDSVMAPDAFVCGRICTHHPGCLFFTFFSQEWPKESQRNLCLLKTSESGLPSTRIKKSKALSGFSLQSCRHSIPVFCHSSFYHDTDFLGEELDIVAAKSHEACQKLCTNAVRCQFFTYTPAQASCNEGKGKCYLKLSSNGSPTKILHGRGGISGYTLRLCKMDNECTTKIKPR
Target sequence (P03951 388-625 limits assumed): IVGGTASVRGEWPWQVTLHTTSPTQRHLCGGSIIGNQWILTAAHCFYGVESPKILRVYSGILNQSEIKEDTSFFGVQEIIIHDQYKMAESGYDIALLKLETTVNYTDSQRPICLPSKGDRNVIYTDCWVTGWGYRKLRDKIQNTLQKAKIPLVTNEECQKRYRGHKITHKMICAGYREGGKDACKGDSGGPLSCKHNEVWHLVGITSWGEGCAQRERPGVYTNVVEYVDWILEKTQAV
C1s inh – human complement C1s inhibition. purified C1s, fluorogenic AMC substrate, pooled mixtures. mean inhibition % of two 10-compound mixtures (stronger effect = higher value), % at 5 µM (by protocol). hit rate 0.16% among 62,000;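 active = inhibition above 20% in each of the two 10-compound mixture wells holding the compound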;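 note: 0% = enzyme wells lacking compound mixture and 100% = no-enzyme blank wells; some compounds called inactive have numbers as strong as hits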
CatL block – blocks human cathepsin L protease activity. P07711. purified cathepsin L, fluorogenic substrate, fluorescence. inhibition, %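 (tested at 10 µM)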. hit rate 0.17% among 58,000. AID 460; in the data active = inhibition above about 45%;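 note: 0% = enzyme with no compound and 100% = no enzyme blank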
Target sequence (P07711 114-288 limits assumed): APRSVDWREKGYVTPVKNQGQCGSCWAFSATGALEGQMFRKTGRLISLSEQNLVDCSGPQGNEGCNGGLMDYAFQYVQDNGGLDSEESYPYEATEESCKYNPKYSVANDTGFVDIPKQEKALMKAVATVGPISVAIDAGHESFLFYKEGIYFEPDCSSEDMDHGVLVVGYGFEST
Target sequence (P07711 292-333 limits assumed): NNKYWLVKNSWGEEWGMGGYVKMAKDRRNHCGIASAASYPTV
AP ELISA ortho – alternative pathway complement inhibition, orthogonal assay. Human serum alternative complement pathway, LPS-coated ELISA, C3 deposition; tested in compound mixtures. inhibition, % at 5 µM. hit rate 0.08% among 62,000. AID 1235;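 active = inhibition above 30% in each of the two pooled mixtures holding the compound, so the lower value exceeds 30%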;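 note: 0% = serum in Mg-EGTA without compound and 100% = EDTA serum blank; some compounds past the cut are filed as inactive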
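Medium: diluted human serum in Mg2+-EGTA GVB++. Assay system: human serum complement alternative pathway, C3 deposition onto LPS. Also added: Plate-bound LPS. Technique: Anti-C3 ELISA, OD 450 nm. Measure: percent inhibition. Incubation: 1 h at 37 °C. Dosing: 5 µM each compound, pools of ten, 50 µM per pool.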
CatB mix inh – inhibitors of human cathepsin B in compound mixtures. AID 488. Purified cathepsin B, AMC dipeptide fluorescence. hit rate 0.06% among 62,000. P07858. inhibition, %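 (ten-compound pools at 5 µM per compound and 50 µM total)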; in the data active = inhibition above about 22%, passing the limit was not always enough;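 note: 0% = enzyme without compound and 100% = no enzyme blank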
CatG inh – cathepsin G (human) inhibition. P08311. purified enzyme, AMC-tetrapeptide fluorescence, pooled mixtures. inhibition, % at 5 µM (by protocol). hit rate 0.2% among 62,000. AID 581;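 active = inhibition above 20% in each of the two mixture wells holding the compound; inactive = inhibition of 20% or less in either well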;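 note: 0% = enzyme control without mixture and 100% = blank lacking enzyme; strong numbers were not always called active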
FXIIa inh mix – factor XIIa (human) inhibition, mixture screen; P00748; purified FXIIa, fluorogenic substrate, pooled mixtures; inhibition, % at 5 µM; hit rate 0.2% among 62,000;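 note: 0% = enzyme without compound and 100% = no enzyme blank; some results filed as inactive read as strong as hits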
CatS inh – human cathepsin S inhibition | recombinant cathepsin S, AMC dipeptide fluorescence, pooled mixtures | P25774 | hit rate 0.06% among 62,000 | inhibition, %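 (tested at 5 µM per compound within 10-compound mixtures)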; in the data active = inhibition above about 32%, passing the limit was not always enough;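 note: 0% = enzyme without compound and 100% = blank without enzyme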
* hit, by the source's call; x = not tested or not shown. Cut-off read from the data, not from the text of the source, unless noted: active = inhibition above about 20% (passing the limit was not always enough); inactive = the rest. These rows are one share of the data; the hit share may differ from the screen's.

SMILES	CatB inh	FXIa inh mix	C1s inh	CatL block	AP ELISA ortho	CatB mix inh	CatG inh	FXIIa inh mix	CatS inh
c1ccc2c(c1)Cn1c-2nc2ccccc21	-2	5	-2	5	11	5	2	-2	6
CCn1c(SCC(=O)N2CCN(c3ccccc3)CC2)nnc1-c1ccoc1C	6	18	17	12	1	7	9	9	10
CCCC(=O)NC1C2CC3CC(C2)CC1C3 (centres undefined)	-2	8	-2	-9	19	-3	-3	9	-21
O=c1cc(CO)oc(CN2CCN(c3ccccc3F)CC2)c1O	11	4	2	12	6	4	-3	4	9
CC(=O)c1cccc(NC(=O)Nc2cccs2)c1	-1	1	13	4	11	4	11	-14	-1
COc1ccc(Nc2ccnc3ccccc23)cc1	7	1	-15	1	10	3	-3	3	6
COC(=O)c1ccc(C2C(C(=O)Nc3ccc(C)cc3C)=C(C)Nc3ncnn32)cc1 (centres undefined)	1	14	5	-7	8	1	3	1	1
COC(=O)c1cccc(S(=O)(=O)N2CCC(NC(=O)NC34CC5CC(CC(C5)C3)C4)CC2)c1	7	-2	2	35	4	0	9	-17	10
CCOc1ccc2[nH]c(=O)c(CN(Cc3cccs3)C(CC)c3nnnn3C(C)(C)CC)cc2c1 (centres undefined)	0	10	8	-25	16	1	9	7	-7
CCOC(=O)N1CCC(NC(=O)CCc2cn(C)c3ccccc23)CC1	-2	1	-27	-1	-10	-2	-11	1	-5
O=C(Nc1ccc2c(c1)OC1(CCCC1)O2)C1CC1	5	8	16	10	11	2	12	4	-2
CCN(CC(=O)NC1CCCC1)S(=O)(=O)c1ccc(C)cc1	4	0	9	10	3	2	8	-1	13
CC(C)c1cc(NC(=O)CSc2nnc(-c3ccccc3F)n2C)on1	4	11	11	-11	16	5	10	3	-6
c1ccc(N(c2ccccc2)c2nc(N3CCCC3)nc(-n3ccnc3)n2)cc1	7	5	16	12	6	4	10	10	-8
COc1ccccc1N1CCN(C(=O)c2ccc(S(=O)(=O)N3CCCCCC3)cc2)CC1	7	-2	0	4	-12	3	-6	32	17
CCOC(=O)c1c(NC(=O)Cc2cccs2)sc2c1CCCC2	-2	6	14	6	23	1	10	-8	0
NC(=O)C1CCN(c2ncnc3c(-c4ccccc4)nsc23)CC1	4	1	4	16	-16	2	0	13	0
COc1ccc(NC(=O)C2CCN(c3cc(-c4ccccc4)nc4ncnn34)CC2)cc1OC	0	2	-10	-6	-13	11	-8	-18	10
N#CC1=C(N)SC(N)=C(C#N)C1c1cccc(Oc2ccccc2)c1	1	23	-1	17	5	2	-3	2	12
O=C1CC(c2ccccc2)n2nc(N3C(=O)CCC3=O)nc2N1 (centres undefined)	3	5	13	x	12	4	12	7	6
CCc1ccc(S(=O)(=O)NCc2csc(-c3cccnc3)n2)s1	1	7	9	5	13	5	10	7	4
Cc1cc(C)n(C(=O)CCNC(=O)c2ccccc2Br)n1	3	5	14	5	4	0	9	5	-6
C/C=C/c1ccc(OCCn2cncn2)c(OC)c1	4	0	-32	10	-14	7	-10	7	12
Cn1cc(/C=N/n2cnc3scc(-c4ccc(Cl)cc4)c3c2=O)c2ccccc21	4	1	-3	12	2	0	-3	5	-5
COC(=O)c1c(-c2cccs2)csc1NC(=O)CN1CCOCC1	0	-3	-5	6	6	-10	8	6	-6
CCOC(=O)N1CCC(NC(=O)CCS(=O)(=O)c2ccc3c(c2)CCN3C(C)=O)CC1	-5	11	-3	1	13	8	-1	3	6
CCc1nn(C(C)C(=O)NCCc2ccc(OC)c(OC)c2)c(=O)c2cc3occc3n12 (centres undefined)	6	7	14	9	2	-3	10	3	11
CCC(CCC(=O)Nc1ccn(-c2ccccc2)n1)C(=O)O (centres undefined)	6	6	11	14	7	4	12	5	-2
Cc1ccc(C(=O)NC(C)(COc2nonc2C)COc2nonc2C)cc1	1	4	0	13	11	0	-1	2	7
CCOc1ccccc1NC(=O)c1ccccc1NS(C)(=O)=O	2	-7	6	x	17	0	8	6	7
COc1ccc(CCNC(=O)CN2C(=O)c3ccccc3S2(=O)=O)cc1OC	2	13	9	9	11	-1	9	12	6
CN(C)c1ccc(C(C(=O)NC(C)(C)C)N(C(=O)c2csnn2)C2CC2)cc1 (centres undefined)	-2	3	17	-3	-1	4	11	13	-3
CCOC(=O)c1c(NC(=O)c2ccc(-n3cnnn3)cc2)sc2c1CCCC2	-1	7	-5	10	0	-3	8	2	-16
O=C(NC1CCCC1)c1cccnc1N1CCCCCC1	0	3	14	10	-2	-1	10	8	-4
Cc1ccc(Cl)cc1N1CCN(C(c2ccc(C#N)cc2)c2nnnn2C2CCCC2)CC1 (centres undefined)	0	36	19	7	-6	6	10	2	7
COCCNC(=O)C(c1ccc(F)cc1)N(CCOC)C(=O)CCC(=O)Nc1nccs1 (centres undefined)	-3	6	-2	31	16	-2	1	1	12
CC(C)c1nnc(NC(=O)CSc2ncn[nH]2)s1	8	1	-35	10	-23	7	-10	7	17
CCCC(NC(=O)CNC(=O)C(C)(C)C)C(=O)O (centres undefined)	1	5	7	-5	8	9	3	4	1
COc1ccc(N=C2SC(C(=O)O)CC(=O)N2C)cc1 (centres undefined)	0	8	-8	-3	9	-1	3	12	-3
CC(Oc1ccccc1)C(=O)Nc1ccc(S(=O)(=O)N2CCOCC2)cc1 (centres undefined)	0	3	-7	-1	9	2	-11	-11	-6
CC(C1CC1)N(C(=O)NC1CCS(=O)(=O)C1)c1ccccc1 (centres undefined)	4	10	13	x	13	1	5	-10	-10
COc1ccccc1Nc1nc2ccccc2n1C	3	-31	-115	x	11	-8	-21	4	13
O=S(=O)(NCc1ccc2c(c1)OCO2)c1cccc2cccnc12	6	-3	44	11	-6	2	48	11	10
O=C(c1ccc(C(F)(F)F)cc1)N1CCCCC1	2	21	-3	-11	13	3	-2	-21	-4
CNC(=O)CSc1nnc(-c2cc3c(C)nn(-c4ccccc4)c3s2)n1C	6	5	5	0	9	3	6	5	0
O=C(CN1C(=O)CSc2ccccc21)NCCC1=CCCCC1	-5	1	-1	8	-7	-2	-2	-16	1
COc1ccc(S(=O)(=O)N2CCN(c3ncnc4c(-c5ccccc5)nsc34)CC2)cc1	3	11	5	5	7	3	-2	4	-7
CCC(c1nnc(SCC(=O)NCCc2ccc(Cl)cc2Cl)o1)N(C)C (centres undefined)	4	-2	-1	3	-5	0	0	-12	5
COC(=O)c1sccc1NC(=O)c1csc2c1CCCC2	4	9	5	-6	9	0	0	5	1
C=CCN(C(=O)CSc1nc2[nH]ncc2c(=O)n1-c1ccccc1OC)c1ccccc1	4	4	11	5	9	1	7	0	-5
Cc1ccc(CN(C)C(=O)c2ccccc2Oc2ccccc2)o1	1	-3	-32	-3	13	2	6	5	-5
CCOc1ccc(CNC23CN4CN(CN(C4)C2)C3)cc1	0	11	-10	x	15	-3	-1	-1	7
CC(C)(C)n1ncc2c(=O)n(Cc3c(F)cccc3Cl)cnc21	0	-1	-45	9	1	-4	-5	1	-3
CC1(C)C(=O)Nc2ccccc2N1C(=O)COC(=O)Cn1cnc2ccccc2c1=O	0	7	-21	4	2	-1	4	6	21
c1ccc2c3c(cc(N4CCOCC4)c2c1)OC1(N2CCOCC2)CCCCC1O3 (centres undefined)	0	3	-26	-14	4	6	-2	-20	2
O=C(NCc1ccc2c(c1)OCO2)C1CCCN1C(=O)Nc1cccc(F)c1 (centres undefined)	6	9	8	x	4	0	6	4	-10
COC(=O)c1ccccc1NC(=O)NC1CCN(Cc2ccccc2)CC1	x	-2	-32	x	15	-3	4	-2	-3
O=C(NCCc1ccccn1)C1CCCN(S(=O)(=O)Cc2ccccc2)C1 (centres undefined)	4	11	1	-7	14	0	1	9	-4
CCOc1ccc(-c2cc(CCCC(=O)N3CCN(c4ccc(OC)cc4)CC3)no2)cc1	3	3	-12	23	-17	4	-9	14	20
Cc1ccc(N(CC(=O)NCc2cccnc2)S(C)(=O)=O)cc1C	3	5	-13	x	3	-3	-2	1	-2

In the list so far, these contain an NH in an aromatic ring.
SMILES	CatB inh	FXIa inh mix	C1s inh	CatL block	AP ELISA ortho	CatB mix inh	CatG inh	FXIIa inh mix	CatS inh
CCOc1ccc2[nH]c(=O)c(CN(Cc3cccs3)C(CC)c3nnnn3C(C)(C)CC)cc2c1 (centres undefined)	0	10	8	-25	16	1	9	7	-7
CC(C)c1nnc(NC(=O)CSc2ncn[nH]2)s1	8	1	-35	10	-23	7	-10	7	17
C=CCN(C(=O)CSc1nc2[nH]ncc2c(=O)n1-c1ccccc1OC)c1ccccc1	4	4	11	5	9	1	7	0	-5

The results go on:
SMILES	CatB inh	FXIa inh mix	C1s inh	CatL block	AP ELISA ortho	CatB mix inh	CatG inh	FXIIa inh mix	CatS inh
COC(=O)CC1C(=O)NCCN1C(=O)NC1CCCCC1 (centres undefined)	2	1	-4	4	-11	2	0	9	15
COc1ccc(-c2nnn(CC(=O)N(C3CCCC3)C(C)C(=O)NC3CCCC3)n2)cc1OC (centres undefined)	-3	-3	-11	4	-6	0	-6	-15	13
COc1cccc(OCCCN2CCCCC2)c1	x	7	-9	-5	12	2	3	-2	-8
Nc1nc(CN2CCN(Cc3ccc4c(c3)OCO4)CC2)nc(Nc2ccccc2)n1	0	8	-2	10	2	8	8	4	18
CCOc1ccccc1/C=c1\sc2nc(-c3ccco3)nn2c1=O	8	5	-38	12	12	5	-3	-1	6
C=C(C)Cn1c(=O)c(NC(=O)c2ccccc2)c2n(c1=S)CCC2	-1	0	-2	5	14	5	5	2	8
CCCS(=O)(=O)N1CCCC(C(=O)NCc2ccc(C)cc2)C1 (centres undefined)	4	6	-25	-5	10	-2	0	2	5
CSc1cccc(NS(=O)(=O)c2cccc3nsnc23)c1	2	-15	-89	-12	13	-5	-1	-2	-14
O=C(NCC1CCCO1)c1ccc(Cl)c(F)c1F (centres undefined)	5	7	-24	23	-3	0	-3	4	6
CCCCn1nnnc1NCc1ccc(OC)c(OC)c1OC	3	1	3	-4	19	3	6	0	39
Cc1ccccc1OCCCCCNCCO	0	3	-38	9	-2	-4	-7	3	-2
COc1ccc(Cl)cc1S(=O)(=O)N1CCN(C(=O)c2cc(OC)c(OC)c(OC)c2)CC1	-1	6	-5	12	8	7	-3	-12	20
NC(=O)c1ccc(Br)c(S(=O)(=O)N2CCCCC2)c1	x	9	-3	x	-2	3	-2	2	5
COc1ccc(NC(=O)c2cccs2)cc1O	9	-1	-5	-2	26	2	8	-24	-1
O=C(CNC(=O)c1cc2ccccc2o1)NCc1cccs1	0	6	-23	9	6	-2	3	0	-2
Cc1cc(=S)cc(C)n1CCCn1ccnc1	-2	7	-36	1	13	5	-1	-20	-1
CCn1nc(NC(=O)c2ccncc2)c2cc3cccc(C)c3nc21	1	-2	2	-7	0	-5	11	-5	-1
Cc1ccc2oc(-c3ccc(NC(=O)c4cccnc4)cc3)nc2c1	1	2	-17	1	-17	0	-19	2	0
O=C(NCC(c1cccnc1)N1CCN(c2ccccc2)CC1)c1ccc2c(c1)OCO2 (centres undefined)	-2	6	-4	6	16	-1	2	5	0
CCn1cc(CNC(=O)c2cc(Cl)ccc2OC)c(C)n1	-2	-1	-11	7	1	-1	-1	4	-2
O=C(Nc1c(F)cc(F)cc1Br)c1cc2nc(C(F)F)cc(C(F)F)n2n1	1	2	14	-5	0	0	10	6	-3
O=C(c1cccs1)N1CCc2ccccc21	x	5	5	9	8	8	9	8	11
